PAFAH2 inh: PAFAH2 enzyme inhibitors, primary screen, biochemical, fluorescence polarization, human; recombinant PAFAH2, FP-rhodamine activity probe; inhibition, % at 3.39 µM; 340,000 tested, 0.99% active;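 active = inhibition above the mean over all tested compounds plus 3 SD, cut at about 30% in these data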;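 also: inhibitors block probe labeling of enzyme so polarization drops; 0% = enzyme with DMSO and 100% = wells lacking PAFAH2 protein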
LYPLA2 inh: LYPLA2 inhibitors, primary screen, counter-screen for PME1 inhibitor project, biochemical, fluorescence polarization, FP-Rh probe ABPP; Acyl-protein thioesterase 2 (Homo sapiens), O95372; recombinant LYPLA2; inhibition, % at 5.9 µM; 320,000 tested, 0.38% active; AID 2177, 2009;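 active = inhibition above the screen-wide mean plus 3 SD, limit set per campaign, cut at about 26% in these data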;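 also: 0% = LYPLA2 with DMSO and 100% = wells lacking LYPLA2 enzyme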
Target sequence (O95372 whole entry, looked up): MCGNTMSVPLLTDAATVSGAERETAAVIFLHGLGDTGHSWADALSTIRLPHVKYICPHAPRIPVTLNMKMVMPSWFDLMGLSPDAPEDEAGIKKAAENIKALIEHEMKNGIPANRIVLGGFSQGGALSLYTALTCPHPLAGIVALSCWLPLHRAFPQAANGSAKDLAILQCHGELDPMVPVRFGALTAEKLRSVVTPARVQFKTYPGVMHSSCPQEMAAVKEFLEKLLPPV
PAFAH1B2 inh: PAFAH1B2 enzyme inhibitors, primary screen, biochemical, fluorescence polarization, human; recombinant PAFAH1B2, FP-rhodamine activity probe; Platelet-activating factor acetylhydrolase IB subunit alpha2 (Homo sapiens), P68402; 340,000 tested, 1.2% active; inhibition, % at 3.39 µM;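 active = inhibition above the mean of all tested compounds plus 3 SD, cut at about 24% in these data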;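 also: 0% = enzyme with DMSO and 100% = wells lacking PAFAH1B2; many of its hits are not listed in these tables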
Target sequence (P68402 whole entry, looked up): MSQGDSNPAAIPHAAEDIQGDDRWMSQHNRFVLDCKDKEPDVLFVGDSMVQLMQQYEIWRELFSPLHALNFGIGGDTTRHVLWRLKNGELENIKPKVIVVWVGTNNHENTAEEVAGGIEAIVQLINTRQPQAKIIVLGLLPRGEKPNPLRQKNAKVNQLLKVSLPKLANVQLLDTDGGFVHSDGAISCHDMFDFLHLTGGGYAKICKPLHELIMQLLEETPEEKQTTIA
GSTO1 inh: inhibitors of recombinant GSTO1, primary screen, counter-screen for RBBP9 inhibitor project, biochemical, fluorescence polarization; 300,000 tested, 1.1% active; activity-based probe fluorescence polarization; inhibition, % at 5.96 µM;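 active = inhibition above the campaign mean inhibition plus 3 SD, cut at about 35% in these data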;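 also: 0% = GSTO1-1 with DMSO and 100% = wells lacking GSTO1-1 enzyme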
pPAFAH inh: pPAFAH enzyme inhibitors, primary screen, biochemical, fluorescence polarization, human | inhibition, % at 3.39 µM | recombinant pPAFAH, FP-rhodamine probe fluorescence polarization | 330,000 tested, 1.5% active | Platelet-activating factor acetylhydrolase (Homo sapiens), Q13093;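 active = inhibition above the mean inhibition across the screen plus 3 SD, cut at about 25% in these data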;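 also: inhibitors block binding of the rhodamine activity-based probe so polarization drops; 0% = enzyme with DMSO and 100% = wells lacking pPAFAH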
LYPLA1 counter: LYPLA1 inhibitors, primary screen, counter-screen for PME1 inhibitor project, biochemical, fluorescence polarization, FP-Rh probe ABPP; inhibition, % at 5.9 µM; Acyl-protein thioesterase 1 (Homo sapiens), O75608; 320,000 tested, 0.16% active; recombinant LYPLA1;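 active = inhibition above the mean of all tested compounds plus 3 SD, set per campaign, cut at about 14% in these data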;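 also: inhibitors block serine hydrolase probe labeling of LYPLA1 so polarization falls; 0% = enzyme with DMSO and 100% = wells lacking LYPLA1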
Target sequence (O75608 whole entry, looked up): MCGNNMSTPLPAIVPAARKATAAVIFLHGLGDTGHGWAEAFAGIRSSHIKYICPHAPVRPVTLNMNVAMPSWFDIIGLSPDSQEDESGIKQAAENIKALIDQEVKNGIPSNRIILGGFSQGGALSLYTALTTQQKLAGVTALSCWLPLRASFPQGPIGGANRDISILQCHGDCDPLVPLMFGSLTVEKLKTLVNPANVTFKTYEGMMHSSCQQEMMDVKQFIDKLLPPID
PAD4 FP inh: human PAD4 inhibitors, primary screen, biochemical, fluorescence polarization, 1536-well format | AID 485272, 2010 | recombinant PAD4, RCA probe fluorescence polarization | Protein-arginine deiminase type-4 (Homo sapiens), Q9UM07 | inhibition, % at 6.36 µM | 330,000 tested, 0.41% active;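 active = percent inhibition above a cutoff equal to the mean of all tested compounds plus 3 SD, cut at about 15% in these data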;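 also: 0% = PAD4 with RCA probe and DMSO and 100% = probe without PAD4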
PAFAH1B3 inh: PAFAH1B3 enzyme inhibitors, primary screen, biochemical, fluorescence polarization, human; Platelet-activating factor acetylhydrolase IB subunit alpha1 (Homo sapiens), Q15102; inhibition, % at 3.39 µM; 340,000 tested, 0.28% active; recombinant PAFAH1B3, FP-rhodamine probe;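 active = inhibition above the screen-wide average of all tested compounds plus 3 SD, cut at about 25% in these data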;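 also: 0% = enzyme with DMSO only and 100% = wells lacking PAFAH1B3 protein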
PME-1 inh: PME-1 inhibitors via competitive probe labeling, primary screen, biochemical, fluorescence polarization, FP-Rh probe, HTS. AID 2130, 2009. inhibition, % at 5.9 µM. Protein phosphatase methylesterase 1 (Homo sapiens), Q9Y570. 320,000 tested, 0.53% active. recombinant PME-1;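 active = inhibition above the campaign mean of all compounds plus 3 SD, cut at about 26% in these data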;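 also: competitive labeling of PME-1 active site by serine hydrolase directed probe; 0% = PME-1 with DMSO and 100% = wells lacking PME-1 enzyme; inhibitors block probe labeling so polarization falls and inhibition rises; many of its hits are not listed in these tables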
Target sequence (Q9Y570 whole entry, looked up): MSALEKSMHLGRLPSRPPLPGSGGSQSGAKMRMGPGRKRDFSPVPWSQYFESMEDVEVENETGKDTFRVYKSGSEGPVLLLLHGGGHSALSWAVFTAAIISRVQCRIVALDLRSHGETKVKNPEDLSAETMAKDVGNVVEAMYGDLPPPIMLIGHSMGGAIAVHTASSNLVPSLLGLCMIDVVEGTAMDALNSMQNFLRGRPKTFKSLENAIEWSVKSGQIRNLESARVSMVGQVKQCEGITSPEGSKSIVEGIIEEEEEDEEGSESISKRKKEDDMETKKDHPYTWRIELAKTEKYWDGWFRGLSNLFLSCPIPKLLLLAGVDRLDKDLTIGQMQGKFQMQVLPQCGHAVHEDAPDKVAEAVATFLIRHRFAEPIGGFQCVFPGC
* hit, by the source's call. Only part of the results is shown, so the mix of outcomes need not match the whole.

COc1ccc(-n2nnnc2SCC(=O)N2CCCc3ccccc32)cc1OC was read as PAFAH2 inh -5, LYPLA2 inh 4, PAFAH1B2 inh 5, GSTO1 inh 2, pPAFAH inh 4, LYPLA1 counter -4, PAD4 FP inh -1, PAFAH1B3 inh -1 and PME-1 inh -5.
COc1ccc2c(c1)c(C(=O)O)c(C)n2-c1ccccc1 was read as PAFAH2 inh 1, LYPLA2 inh 6, PAFAH1B2 inh 5, GSTO1 inh -2, pPAFAH inh 5, LYPLA1 counter 0, PAD4 FP inh -1, PAFAH1B3 inh 11 and PME-1 inh -1.
CC1=[N+]([O-])C(N2CCOCC2)C(O)(c2ccccc2)C1 (stereo not given) was read as PAFAH2 inh 0, LYPLA2 inh -1, PAFAH1B2 inh 3, GSTO1 inh 5, pPAFAH inh 1, LYPLA1 counter 2, PAD4 FP inh 2, PAFAH1B3 inh -3 and PME-1 inh 6.
`CCOc1ccccc1C(=O)N[C@H](C(=O)Nc1cc(S(=O)(=O)N(C)C)ccc1OC)C(C)C` gave PAFAH2 inh -2, LYPLA2 inh 3, PAFAH1B2 inh -5, GSTO1 inh 9, pPAFAH inh 1, LYPLA1 counter 0, PAD4 FP inh 5, PAFAH1B3 inh -4 and PME-1 inh 0.
Screening Cc1ccc(SCC(=O)OCC(=O)N(CC(C)C)c2c(N)n(Cc3ccccc3)c(=O)[nH]c2=O)cc1C returned PAFAH2 inh 2, LYPLA2 inh -7, PAFAH1B2 inh 8, GSTO1 inh -7, pPAFAH inh 3, LYPLA1 counter -5, PAD4 FP inh 2, PAFAH1B3 inh 4 and PME-1 inh 1.
`CCOc1ccc(Nc2nc(NCCN3CCOCC3)nc(OC)n2)cc1` gave PAFAH2 inh -3, LYPLA2 inh 1, PAFAH1B2 inh 5, GSTO1 inh -7, pPAFAH inh 5, LYPLA1 counter 2, PAD4 FP inh 5, PAFAH1B3 inh 5 and PME-1 inh 1.
CN(CCO)C(=O)C1CCN(c2ncc(C(F)(F)F)cc2Cl)CC1 was read as PAFAH2 inh 0, LYPLA2 inh 4, PAFAH1B2 inh 3, GSTO1 inh 14, pPAFAH inh 11, LYPLA1 counter -2, PAD4 FP inh -5, PAFAH1B3 inh -2 and PME-1 inh -5.
COC(=O)C(O)(CC(=O)Nc1cccc(SC)c1)C(F)(F)F (stereo not given) was read as PAFAH2 inh 2, LYPLA2 inh -1, PAFAH1B2 inh 3, GSTO1 inh 2, pPAFAH inh 1, LYPLA1 counter -2, PAD4 FP inh -3, PAFAH1B3 inh 3 and PME-1 inh -2.
COc1cc(/C=C2/NC(=O)N(Cc3ccccc3F)C2=O)ccc1O was read as PAFAH2 inh 3, LYPLA2 inh 3, PAFAH1B2 inh 6, GSTO1 inh 2, pPAFAH inh 10, LYPLA1 counter 2, PAD4 FP inh -1, PAFAH1B3 inh 11 and PME-1 inh 1.
Screening CCOC(=O)N1CCN(CC(O)COc2ccc(C)cc2C(C)(C)C)CC1 (stereo not given) returned PAFAH2 inh -6, LYPLA2 inh 4, PAFAH1B2 inh 0, GSTO1 inh -4, pPAFAH inh 4, LYPLA1 counter 5, PAD4 FP inh -1, PAFAH1B3 inh 3 and PME-1 inh -2.
`O=C(Nn1c(-c2ccccc2)nc2ccccc2c1=O)c1cccs1` gave PAFAH2 inh 15, LYPLA2 inh 3, PAFAH1B2 inh -2, GSTO1 inh 0, pPAFAH inh -6, LYPLA1 counter -3, PAD4 FP inh -1, PAFAH1B3 inh 4 and PME-1 inh 0.
O=S(=O)(N(Cc1ccccc1)[C@H](CO)Cc1ccccc1)N(Cc1ccccc1)[C@H](CO)Cc1ccccc1 was read as PAFAH2 inh 1, PAFAH1B2 inh 1, pPAFAH inh 2, PAD4 FP inh 1 and PAFAH1B3 inh -7.
For COc1ccc(CN2CC(COCc3ccccc3)Oc3ccccc3S2(=O)=O)cc1 (stereo not given) the results were PAFAH2 inh 4, PAFAH1B2 inh 5, pPAFAH inh 5, PAD4 FP inh -2 and PAFAH1B3 inh 7.
Screening C=C(C)Cn1c(-c2cccs2)n[nH]c1=S returned PAFAH2 inh 0, LYPLA2 inh 2, PAFAH1B2 inh 4, GSTO1 inh -3, pPAFAH inh 5, LYPLA1 counter -1, PAD4 FP inh -8, PAFAH1B3 inh 1 and PME-1 inh -5.
O=C(Cc1cccs1)N/N=C\c1ccc([N+](=O)[O-])s1 was read as PAFAH2 inh 13, LYPLA2 inh -1, PAFAH1B2 inh 5, GSTO1 inh 13, pPAFAH inh 4, LYPLA1 counter 0, PAD4 FP inh -7, PAFAH1B3 inh -4 and PME-1 inh 1.
COc1ccc(OCC(=O)Nc2ccccc2C(=O)N2CCCC2)cc1 was read as PAFAH2 inh 1, LYPLA2 inh 4, PAFAH1B2 inh 7, GSTO1 inh 2, pPAFAH inh 4, LYPLA1 counter 0, PAD4 FP inh -2, PAFAH1B3 inh 5 and PME-1 inh -7.
Cc1nc(NC(=O)CN2CCC(O)(c3ccc(F)cc3)CC2)sc1C was read as PAFAH2 inh 5, LYPLA2 inh -8, PAFAH1B2 inh 5, GSTO1 inh 5, pPAFAH inh 5, LYPLA1 counter 1, PAD4 FP inh 3, PAFAH1B3 inh 3 and PME-1 inh 6.
Screening COC(=O)c1sccc1NC(=S)Nc1ccc(C)cc1 returned PAFAH2 inh 10, LYPLA2 inh 3, PAFAH1B2 inh 6, GSTO1 inh 13, pPAFAH inh -2, LYPLA1 counter 3, PAD4 FP inh -3, PAFAH1B3 inh 7 and PME-1 inh -4.
`CS(=O)(=O)N(CC(=O)N1CCCCC1)Cc1ccc(Cl)cc1` gave PAFAH2 inh 1, LYPLA2 inh -7, PAFAH1B2 inh 2, GSTO1 inh -4, pPAFAH inh 1, LYPLA1 counter -4, PAD4 FP inh 2, PAFAH1B3 inh 7 and PME-1 inh -3.
`CCOC(=O)c1nn(-c2ccccc2)c2nc(Nc3ccccc3)cc(=O)n12` gave PAFAH2 inh -1, LYPLA2 inh -3, PAFAH1B2 inh 2, GSTO1 inh 9, pPAFAH inh 2, LYPLA1 counter 0, PAD4 FP inh -12, PAFAH1B3 inh -3 and PME-1 inh -5.

Reprinted from the results shown (four entries):
COc1ccc(-n2nnnc2SCC(=O)N2CCCc3ccccc32)cc1OC was read as PAFAH2 inh -5, LYPLA2 inh 4, PAFAH1B2 inh 5, GSTO1 inh 2, pPAFAH inh 4, LYPLA1 counter -4, PAD4 FP inh -1, PAFAH1B3 inh -1 and PME-1 inh -5.
COc1ccc2c(c1)c(C(=O)O)c(C)n2-c1ccccc1 was read as PAFAH2 inh 1, LYPLA2 inh 6, PAFAH1B2 inh 5, GSTO1 inh -2, pPAFAH inh 5, LYPLA1 counter 0, PAD4 FP inh -1, PAFAH1B3 inh 11 and PME-1 inh -1.
CC1=[N+]([O-])C(N2CCOCC2)C(O)(c2ccccc2)C1 (stereo not given) was read as PAFAH2 inh 0, LYPLA2 inh -1, PAFAH1B2 inh 3, GSTO1 inh 5, pPAFAH inh 1, LYPLA1 counter 2, PAD4 FP inh 2, PAFAH1B3 inh -3 and PME-1 inh 6.
`CCOc1ccccc1C(=O)N[C@H](C(=O)Nc1cc(S(=O)(=O)N(C)C)ccc1OC)C(C)C` gave PAFAH2 inh -2, LYPLA2 inh 3, PAFAH1B2 inh -5, GSTO1 inh 9, pPAFAH inh 1, LYPLA1 counter 0, PAD4 FP inh 5, PAFAH1B3 inh -4 and PME-1 inh 0.

Next section:
`COCCNC(=O)COC(=O)/C=C/c1c(C)nn(Cc2ccc(Cl)cc2Cl)c1Cl` gave PAFAH2 inh 17, LYPLA2 inh 8, PAFAH1B2 inh 1, GSTO1 inh -11, pPAFAH inh 6, LYPLA1 counter 3, PAD4 FP inh -1, PAFAH1B3 inh 2 and PME-1 inh 2.
Screening O=S(=O)(Oc1ccc(Cl)cc1)c1cccc2cccnc12 returned LYPLA2 inh 7, GSTO1 inh -8, pPAFAH inh -2, LYPLA1 counter 3, PAD4 FP inh 3 and PME-1 inh 8.
`COc1ccc(CC(=O)NC2CC(C)(C)NC(C)(C)C2)cc1OC` gave PAFAH2 inh -9, LYPLA2 inh -8, PAFAH1B2 inh 0, GSTO1 inh 1, pPAFAH inh -3, LYPLA1 counter 0, PAD4 FP inh -3, PAFAH1B3 inh 11 and PME-1 inh -2.
CCC(=O)NNc1nc2c(C)cc(C)cc2s1 was read as PAFAH2 inh -2, LYPLA2 inh 7, PAFAH1B2 inh 0, GSTO1 inh 0, pPAFAH inh 1, LYPLA1 counter 0, PAD4 FP inh 0, PAFAH1B3 inh 4 and PME-1 inh 3.
Cn1cccc1/C=C(/C#N)c1ccc(F)cc1 was read as PAFAH2 inh 1, LYPLA2 inh 1, PAFAH1B2 inh 5, GSTO1 inh -4, pPAFAH inh 6, LYPLA1 counter 3, PAD4 FP inh 0, PAFAH1B3 inh 0 and PME-1 inh 2.
CCOC(=O)C1CCN(C(=O)CSCCSCC(=O)N2CCC(C(=O)OCC)CC2)CC1 was read as PAFAH2 inh 9, LYPLA2 inh 5, PAFAH1B2 inh -2, GSTO1 inh 7, pPAFAH inh 6, LYPLA1 counter -1, PAD4 FP inh -2, PAFAH1B3 inh 8 and PME-1 inh -3.
COc1cn(-c2ccccc2)nc1C(=O)NCc1ccc(C)cc1 was read as PAFAH2 inh 7, LYPLA2 inh -4, PAFAH1B2 inh 4, GSTO1 inh -15, pPAFAH inh 3, LYPLA1 counter -2, PAD4 FP inh -7, PAFAH1B3 inh 3 and PME-1 inh -2.
`CC(c1ccccc1)n1cc(C(=O)NCc2ccncc2)nn1` (stereo not given) gave PAFAH2 inh 2, LYPLA2 inh 7, PAFAH1B2 inh 2, GSTO1 inh 1, pPAFAH inh 4, LYPLA1 counter 3, PAD4 FP inh -2, PAFAH1B3 inh 3 and PME-1 inh 0.
Screening Cc1cccc(OCC(=O)NCC(=O)N/N=C/c2cccnc2)c1 returned PAFAH2 inh 0, LYPLA2 inh 6, PAFAH1B2 inh 6, GSTO1 inh 4, pPAFAH inh 3, LYPLA1 counter 6, PAD4 FP inh -1, PAFAH1B3 inh 1 and PME-1 inh 7.
For Cc1ccc(-c2nc(N/N=C/c3cccc([N+](=O)[O-])c3)c3ccccc3n2)cc1 the results were PAFAH2 inh 0, LYPLA2 inh -3, PAFAH1B2 inh -4, GSTO1 inh 6, pPAFAH inh 2, LYPLA1 counter -2, PAD4 FP inh -1, PAFAH1B3 inh 0 and PME-1 inh -4.
`CCOC(=O)Cn1c(=NC(=O)CN2C(=O)CCC2=O)sc2cc(S(N)(=O)=O)ccc21` gave PAFAH2 inh -4, LYPLA2 inh 5, PAFAH1B2 inh -4, GSTO1 inh 1, pPAFAH inh -1, LYPLA1 counter -2, PAD4 FP inh 4, PAFAH1B3 inh -3 and PME-1 inh 3.

Screening data from PubChem BioAssay.
